Screening results from PubChem.
TRPN1 ag – zebrafish TRPN1 (NompC) channel agonism; activation, % at 3 µM; HEK293 zebrafish TRPN1-YFP, Fluo-8 calcium fluorescence; 100% = response to 87 µM carbachol; AID 1424; 220,000 compounds, 0.18% hits;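 active means activation above its plate's cutoff, the mean activation of test wells on that plate plus 3 SD, cut at about 19% in these data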;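 further: 0% = DMSO alone and 100% = 87 µM carbachol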
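Material: zebrafish TRPN1-YFP in HEK293 cells; Doses: single test compound dose, 3 µM nominal, 0.3% DMSO; Timing: dye loading 1 h at 37 °C, then 30 min room temperature; Technique: intracellular calcium fluorescence with Fluo-8; Benchmarks: high carbachol 87 µM, low DMSO alone.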
TbHK1 inh – T. brucei hexokinase 1 inhibition; 220,000 compounds, 0.11% hits; recombinant TbHK1, G6PDH-coupled NADH A340; inhibition, % at 10 µM;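 active means inhibition of 50% or more in the single-dose primary screen; inactive means inhibition below 50%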
TRPML3 ag – activates the human TRPML3 channel | HEK293 TRPML3-YFP, Fluo-8 calcium fluorescence; 100% = the carbachol control signal | 220,000 compounds, 0.29% hits | activation, % at 3 µM | Q8TDD5 | AID 1448;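 active means activation above its plate's cutoff, the mean activation of the plate's test wells plus 3 SD, cut at about 12% in these data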;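 further: 0% = DMSO only wells and 100% = carbachol wells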
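Material: HEK293 cells stably carrying human TRPML3-YFP; compound dosing: single dose, 3 µM final nominal compound, 0.3% DMSO final; incubation: 1-h 37 °C dye load, 5-s basal, 120-s post-compound reads; technique: Fluo-8 intracellular calcium fluorescence, excitation 470-495 nm, emission 515-575 nm; read-out basis: percent activation from peak-to-basal fluorescence ratio, scaled between DMSO and carbachol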
Furin inh – blocks human furin protease activity; inhibition, % at 30 µM; P09958; 220,000 compounds, 0.061% hits; purified furin, fluorogenic substrate cleavage; in the data active means inhibition above about 25%; further: inactives centre near -15
Target sequence (P09958 108-714 limits assumed): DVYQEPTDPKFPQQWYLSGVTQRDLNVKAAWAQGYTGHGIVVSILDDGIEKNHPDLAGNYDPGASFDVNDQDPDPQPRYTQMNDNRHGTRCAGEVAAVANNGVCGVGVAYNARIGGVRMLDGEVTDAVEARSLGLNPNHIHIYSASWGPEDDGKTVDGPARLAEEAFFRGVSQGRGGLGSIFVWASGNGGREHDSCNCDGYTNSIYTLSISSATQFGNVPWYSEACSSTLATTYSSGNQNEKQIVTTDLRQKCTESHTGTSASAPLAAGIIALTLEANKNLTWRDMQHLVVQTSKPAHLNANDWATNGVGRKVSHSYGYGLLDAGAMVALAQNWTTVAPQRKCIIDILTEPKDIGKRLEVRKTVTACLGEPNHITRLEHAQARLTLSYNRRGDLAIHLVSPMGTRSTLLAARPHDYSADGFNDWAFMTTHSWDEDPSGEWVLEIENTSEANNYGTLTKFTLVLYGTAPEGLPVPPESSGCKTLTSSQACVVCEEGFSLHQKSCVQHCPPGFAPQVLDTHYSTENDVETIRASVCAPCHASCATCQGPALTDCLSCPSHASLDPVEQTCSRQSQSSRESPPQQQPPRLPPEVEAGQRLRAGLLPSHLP
PPC-1+TRAIL kill – PPC-1 cancer cell killing with TRAIL present. 220,000 compounds, 0.41% hits. AID 1443. cell killing (% activity), % at 4 µM. PPC-1 cells + TRAIL, ATPLite viability luminescence;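 active means cell killing above 50% in the first pass at 4 µM, then a duplicate retest at 5 µM averaging 50% or more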;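 further: plate controls were cells with TRAIL plus DMSO for no effect and medium-only wells lacking cells for full effect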
Calpain2 inh – inhibitors of pig calpain II. AID 1236. purified calpain II, fluorogenic peptide substrate, 30 min. 220,000 compounds, 0.37% hits. inhibition, % at 16 µM;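 active means inhibition above about 50%, limit read from the data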
EBV gp42 block – blocks Epstein-Barr virus glycoprotein 42 binding; 220,000 compounds, 0.42% hits; inhibition, % (tested at 21.74 µM); Fluorescence polarization binding assay, mP read-out; in the data active means inhibition above about 50%
Target sequence (Q1HVG2 whole entry, looked up): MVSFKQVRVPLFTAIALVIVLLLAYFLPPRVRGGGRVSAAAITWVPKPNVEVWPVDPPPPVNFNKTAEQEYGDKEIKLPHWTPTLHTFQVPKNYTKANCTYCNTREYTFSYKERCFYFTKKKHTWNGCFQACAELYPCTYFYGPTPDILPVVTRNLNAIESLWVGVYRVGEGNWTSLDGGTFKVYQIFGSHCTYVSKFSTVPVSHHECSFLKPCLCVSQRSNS
KCC2 mod – KCC2 (human) Cl- transport modulation. Q9H2X9. KCC2 cells, thallium flux FluoZin-2 fluorescence. B-score of Tl+ flux slope (higher = more flux/activation; lower = inhibition) at 10 µM. 190,000 compounds, 2.2% hits;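 active means thallium flux slope and its plate-corrected score both differing from the plate sample mean at a set confidence after two filtering rounds, in either direction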;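 further: slope of fluorescence scaled to starting intensity during 10 to 20 s after thallium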
Thrombin inh – blocks human thrombin protease activity; P00734; AID 1046; inhibition, % at 5 µM; alpha-thrombin, Boc-VPR-AMC fluorogenic substrate cleavage; 220,000 compounds, 0.26% hits;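 active means inhibition at or above 40%; inactive means inhibition below 40%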;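 further: 0% = enzyme with no compound and 100% = wells without enzyme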
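Material: Human alpha-thrombin protein | Buffer or medium: pH 7.5 Tris-saline with Tween 20 | Reagent: Boc-VPR-AMC substrate, 15 µM final | Schedule: Reaction at ambient temperature | Detection: AMC fluorescence at 355 nm excitation and 460 nm emission | Evaluation: Percent inhibition scaled between no-compound controls and no-enzyme blanks | Controls: no-compound enzyme wells and no-enzyme blanks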
* hit, by the source's call; i = inactive; nt = not tested or not shown; [ ] = dose if it differs, or a comment.

SMILES | TRPN1 ag | TbHK1 inh | TRPML3 ag | Furin inh | PPC-1+TRAIL kill | Calpain2 inh | EBV gp42 block | KCC2 mod | Thrombin inh
CC1CCN(c2cc(N(C)CCO)c([N+](=O)[O-])c3nonc23)CC1 | -2.4 | -13 | -0.3 | -1 | 2 | 18 | -21 | -0.07 | 1
CCCc1nnc2c(N(C)S(=O)(=O)c3ccc(C)cc3)nc3ccccc3n12 | 0.1 | -9 | 0.4 | -19 | -5 | 5 | -11 | -0.12 | 32
Cc1nnc(SCC(=O)N2CCOCC2)c2ccccc12 | -0.2 | -4 | 0.1 | -10 | -12 | 9 | -14 | nt | 3
COc1cc(NC(=O)COc2ccc(Cl)cc2)ccc1NC(=O)C(C)C | 6.1 | -13 | 1.6 | -30 | 6 | -12 | -3 | 0.7 | -3
C1CCN(Cc2nnnn2CC2CCCO2)CC1 (stereo not drawn) | 0.0 | -3 | 1.2 | 6 | 18 | -19 | -2 | 0.28 | 1
CCC(=O)Nc1nc2n(n1)C(c1ccc(OC)cc1)C=C(c1ccccc1)N2 (stereo not drawn) | -0.5 | -19 | 0.4 | -13[20 µM] | 5 | i | 60* | -0.24 | 12
Cc1nc(C)c(C(=O)NNS(=O)(=O)c2ccccc2)s1 | 1.8 | 1 | 0.7 | -28 | -7 | -1 | -16 | 0.7 | -4
CC(=O)c1cccc(NC(=O)C(OC(=O)c2cccs2)c2ccccc2)c1 (stereo not drawn) | -0.2 | 2 | 0.6 | -14 | 14 | -3 | -16 | 0.87 | -10
Cc1nc2ccc(NC(=O)NCCCO)cc2s1 | 0.5 | -8 | 0.6 | -13[20 µM] | 12 | -17 | -4 | 0.37 | 2
CNC(=O)CCn1nc(-c2ccccc2)c2ccccc2c1=O | 1.5 | 9 | 0.7 | -29 | -6 | -10 | -9 | 0.5 | -13
N=c1c2c3c(sc2nc2n1CCCCC2)CCCC3 | 1.7 | 0 | 1.6 | -7[20 µM] | 21 | -6 | -12 | -0.13 | -3
Cc1cc(C)n(CC(=O)N2CCCC(C(=O)c3cccc(OC(C)C)c3)C2)n1 (stereo not drawn) | 0.9 | -7 | 0.5 | -21 | 12 | -5 | -4 | nt | 1
CCSc1cc(C2C(C(=O)OC)=C(C)NC3=C2C(=O)CCC3)c(C)o1 (stereo not drawn) | -1.4 | -6 | 0.3 | -17[20 µM] | -1 | 17 | -18 | 1.6 | -1
CCC(=NCCc1ccc(OC)c(OC)c1)C1=C(O)CC(C)(C)CC1=O | 0.6 | 0 | 1.2 | -21 | 15 | -11 | -15 | -0.68 | -9
Fc1ccc(-c2ccnc3nc(N4CCN(c5ccccc5)CC4)nn23)cc1 | -0.3 | -9 | -0.5 | -9[20 µM] | -2 | 2 | -3 | -2.7 | 4
CN(C(=O)c1ccc(S(=O)(=O)NC2CCCC2)cc1)C1CCCCC1 | 12 | -3 | 3.1 | -21[20 µM] | 9 | 4 | -15 | -0.78 | -7
CCN(CC)C(=S)SCC(=O)c1c(C)[nH]c2ccccc12 | -0.2 | -5 | 0.5 | -14 | 22 | 4 | 2 | 0.047 | -9
Cc1cccc(S(=O)(=O)Nc2nc3ccccc3nc2NCc2ccco2)c1 | 0.8 | 2 | 1.1 | -8 | 7 | -36 | -2 | 0.099 | 10
Cc1ccc(NC(=O)CN(c2ccc(Cl)cc2)S(=O)(=O)c2cc([N+](=O)[O-])ccc2Cl)cc1 | 1.9 | -7 | -0.3 | -21 | -6 | -12 | 0 | 0.036 | -5
O=C(COC(=O)c1sc2cc(Cl)ccc2c1Cl)Nc1ncc(Cl)cc1Cl | 0.5 | -2 | 1.0 | -32 | 26 | -97 | -12 | -0.1 | 8
Cc1nn(C)c(C)c1NC(=O)CSc1nc(-c2ccccc2Cl)nc2c1cnn2-c1ccccc1 | 1.8 | -18 | 0.2 | -23[20 µM] | 4 | -91 | -4 | 0.73 | -6
CCOc1ccc2nc(NC(=O)CSc3nc4c(c(=O)n(C)c(=O)n4C)n3C(C)C)sc2c1 | -0.8 | -5 | -0.5 | -21 | 16 | -125 | -5 | -0.036 | 2
O=C(CO/N=C/c1ccc(OC(F)F)cc1)NCc1cccs1 | -1.6 | 39 | -0.3 | -8 | -18 | -11 | -9 | -1.5 | -6
CCOC(=O)/C(=C\c1cccnc1)C(=O)c1cc(C(C)=O)c(Nc2ccccc2)s1 | 0.0 | -34 | 0.5 | -17[20 µM] | 12 | -51 | -9 | -0.43 | 3
COc1ccc(N=C2SC(CC(=O)Nc3ccc(F)cc3)C(=O)N2Cc2ccco2)cc1 (stereo not drawn) | 0.9 | 0 | 0.2 | -19 | 16 | 0 | -8 | 0.36 | -16
(next part)
SMILES | TRPN1 ag | TbHK1 inh | TRPML3 ag | Furin inh | PPC-1+TRAIL kill | Calpain2 inh | EBV gp42 block | KCC2 mod | Thrombin inh
COc1ccc(-c2c(C)nn3c(N4CCC5(CC4)OCCO5)cc(C)nc23)cc1OC | -1.8 | -16 | 0.0 | -19[20 µM] | 12 | -28 | -2 | nt | 13
N#CCCN1CCN(S(=O)(=O)c2ccc(C#N)cc2)CC1 | 1.2 | -1 | 0.8 | -14 | 6 | -4 | -10 | 0.71 | 6
Cc1cc(S(=O)(=O)N2CCN=C2c2ccccc2)ccc1F | 0.1 | -2 | 0.1 | -20[20 µM] | 17 | -15 | -5 | -0.46 | -5
NC(=O)c1sc2nnc(-c3ccccc3)c(-c3ccccc3)c2c1N | 0.2 | -3 | 0.8 | -22 | 10 | -9 | -6 | -1.1 | -2
CN(C1CCCC1)C1CCN(C(=S)Nc2cc(F)cc(F)c2)CC1 | 1.2 | 9 | 0.0 | 3 | -3 | 6 | -10 | -0.2 | -7
COc1ccc(CN=CC2=C(O)CNC2=O)cc1 | 1.1 | 25 | 0.9 | -27[20 µM] | 21 | 2 | -10 | 0.038 | 4
COc1ccc(OC)c(S(=O)(=O)N2CCCc3ccccc32)c1 | -0.9 | 7 | 48* | -3 | 12 | 9 | 0 | -1.8 | -5
CC(O)CNc1nc2ccccc2n1-c1ncnc2sc3c(c12)CCC3 (stereo not drawn) | 1.4 | 2 | 0.1 | -29 | 5 | 15 | 1 | -1 | 3
N#Cc1c(N)sc2c1CCN(CCc1ccccc1)C2 | -0.9 | -19 | 1.3 | -16[20 µM] | 23 | -18 | -3 | 0.02 | 0
CC(=O)N1CCN(c2ccc(S(C)(=O)=O)cc2[N+](=O)[O-])CC1 | 2.0 | -5 | 0.4 | -22 | -5 | -1 | 3 | 0.79 | -5
Cc1[nH]c2ccccc2c1/C=C/C(=O)c1ccncc1 | 1.0 | -10 | 0.7 | 3 | 14 | 1 | -28 | -0.36 | 2
CCOC(=O)c1cc2c(C(F)(F)F)cc(-c3ccccc3)nc2o1 | 1.1 | -2 | 0.9 | -26[20 µM] | 20 | -178 | -5 | 0.25 | 0
COc1cccc(-n2sc3c(c2=S)-c2cc(OC)ccc2NC3(C)C)c1 | -1.8 | -17 | 0.4 | 3[20 µM] | -10 | 41 | 7 | 1.4 | -3
O=c1[nH]nc2c3ccccc3cnn12 | -1.2 | -7 | 0.5 | -19 | -23 | -53 | -9 | nt | -9
O=C1C2CCCN2C(=O)N1CCCCN1CCN(c2cccc(Cl)c2)CC1 (stereo not drawn) | 0.8 | -5 | 0.9 | -8 | 24 | 16 | -8 | nt | 0
Cc1ccccc1C(C(=O)NC1CCCCC1)N(C(=O)c1ccccn1)c1cccnc1 (stereo not drawn) | 1.6 | 0 | 0.9 | -21 | 0 | -10 | -9 | 0.87 | 0
O=C(CSc1ncccn1)N/N=C/c1cccc([N+](=O)[O-])c1 | -0.7 | -5 | 0.2 | -9 | 6 | -10 | 5 | -0.23 | -9
CC(C)(C)n1ncc2c(=O)n(CC(=O)NCc3ccccc3)cnc21 | 0.2 | -4 | 0.6 | -12 | 11 | 15 | 21 | 0.084 | -5
CSc1nc(N2CCN(C)CC2)c2c(c1C#N)CC(C)(C)OC2 | 1.9 | -18 | -0.2 | -11 | 3 | -16 | -42 | -1.3 | -5
CC(C)C(Nc1ncnc2c1oc1ccccc12)C(=O)O (stereo not drawn) | 2.9 | -1 | 1.2 | -23 | 22 | -10 | -4 | nt | -6
CNC(=O)c1cc(S(=O)(=O)N(C)C)ccc1Cl | -1.0 | 6 | 0.8 | -27[20 µM] | 2 | -8 | -19 | -0.15 | 4
CCCc1ccc(C(=O)Cn2nc(C(=O)O)c3ccccc3c2=O)cc1 | -1.6 | 4 | 0.4 | -15 | 6 | 10 | -23 | 0.11 | nt
Cc1ccccc1OCC(=O)OCn1nnc2ccccc2c1=O | -1.4 | -7 | -0.2 | -17 | 2 | 4 | -3 | -1.6 | -12
c1cncc(CNc2ncnc3sccc23)c1 | 2.1 | -4 | 1.1 | -14 | -4 | 1 | -17 | -0.0045 | 3
C=CCn1c(SCc2ccc(C(=O)O)cc2)nc2sc(C)c(C)c2c1=O | 0.4 | -25 | -0.2 | -15 | -1 | -3 | -13 | 46* | -10
(further entries)
SMILES | TRPN1 ag | TbHK1 inh | TRPML3 ag | Furin inh | PPC-1+TRAIL kill | Calpain2 inh | EBV gp42 block | KCC2 mod | Thrombin inh
CC(C)(C)NC(=O)/C(=C\c1ccc(Br)cc1)NC(=O)c1cccs1 | -0.7 | 3 | -0.4 | -13[20 µM] | -14 | -9 | -18 | 0.087 | -1
c1ccc(C2c3[nH]c4ccccc4c3CCN2Cc2cccn2-c2cccnc2)nc1 (stereo not drawn) | 0.7 | -15 | 0.2 | -21 | -9 | -123 | 11 | -1.1 | -5
CC(CN(C)Cc1ccccc1)OC(=O)c1ccc(F)cc1 (stereo not drawn) | -1.1 | 0 | -0.2 | -13 | 18 | -14 | -9 | 0.13 | -11
O=C1CCCN1CCCNc1ncnc2c1[nH]c1ccccc12 | 0.3 | -12 | -0.1 | -29 | -4 | nt | nt | 0.46 | -3
NS(=O)(=O)c1ccc(N/C=C/C(=O)c2ccc(Br)cc2)cc1 | -0.7 | -14 | 0.5 | -22 | -1 | -18 | -4 | 0.11 | -5
Cc1ccc2sc(-c3ccc(NC(=O)CCN4C(=O)c5ccccc5C4=O)cc3)nc2c1 | 0.8 | -17 | 0.6 | -17 | 31 | -31 | -6 | 0.098 | -1
Cc1ccc(OCC(=O)Nc2ccc(S(=O)(=O)Nc3onc(C)c3C)cc2)cc1 | 0.0 | 1 | 0.8 | -20 | -2 | 18 | 1 | nt | -2
COc1ccc(C(=O)Oc2cccc(/C=N/NC(N)=S)c2)cc1 | -1.5 | 26 | -0.2 | -19 | 34 | 3 | 4 | 0.62 | -11

Whole records from above.
CCOc1ccc2nc(NC(=O)CSc3nc4c(c(=O)n(C)c(=O)n4C)n3C(C)C)sc2c1 is listed with TRPN1 ag: -0.8; TbHK1 inh: -5; TRPML3 ag: -0.5; Furin inh: -21; PPC-1+TRAIL kill: 16; Calpain2 inh: -125; EBV gp42 block: -5; KCC2 mod: -0.036; Thrombin inh: 2
CSc1nc(N2CCN(C)CC2)c2c(c1C#N)CC(C)(C)OC2 is listed with TRPN1 ag: 1.9; TbHK1 inh: -18; TRPML3 ag: -0.2; Furin inh: -11; PPC-1+TRAIL kill: 3; Calpain2 inh: -16; EBV gp42 block: -42; KCC2 mod: -1.3; Thrombin inh: -5
